S3 lipid droplet: qHTS Assay for Lipid Storage Modulators in Drosophila S3 Cells. Drosophila S3 cells, BODIPY lipid droplet fluorescence, 18-24 h; cells fed with added oleic acid. Potency in µM for hits, for the others lipid storage change, negative = inhibition, % at the top dose, mostly 46.1 µM. hit rate 0.64% among 320,000; active = well fitted inhibition curve with a large enough effect in the signal ratio, with a control signal flat, not every such curve was filed as active; inconclusive = small, poorly fitted or top-dose-only effect, or effect the other way, or a change in a side signal; the % refers to the signal ratio
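Drosophila S3 cells got compounds at several concentrations plus oleic acid (400 uM solution). Laser-scanning cytometry with 488 nm excitation read lipid droplets at 500-530 nm and cells at 575-640 nm. Percent activity was relative to 20 uM Triacsin C.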
S3 lipid droplet cell count max: recorded beside S3 lipid droplet, whose call it bears; cell number change, %; measured here: cell count max response;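 cells counted by Cell Tracker Red CMTPX staining in the red channel; peak over a dose series mostly up to 46.1 µM; percent activity relative to internal control wells on each plate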
The depositor's hits bear a star; i = inactive; ? = inconclusive; nt = not tested or not shown; & = joins results of further samples; [ ] = dose if it differs, or a comment. % is set by controls: 0 for no effect and ±100 for the full control effect; potency is the fitted concentration of half-maximal effect. An excerpt; rates above refer to the full screens.

SMILES	S3 lipid droplet	S3 lipid droplet cell count max
COc1cc(Cl)ccc1OCc1cc(C(=O)N(C)CC2CCCCO2)no1 (centres undefined)	?	nt
Cc1ccc(CNC(=O)CNC(=S)N(Cc2ccccc2)Cc2ccccc2F)cc1	?	nt
Cc1ccc(C(=O)NC2CCCCCC2)o1	?	nt
COc1ccc(NC(=O)CCn2c(=S)[nH]c3ccccc3c2=O)cc1OC	i	-21
CC(C)C(NC(=O)c1c(F)cccc1F)C(=O)NCc1ccncc1 (centres undefined)	?	nt
CC(=O)Nc1ccc(OCC(O)Cn2c(C)nc3ccccc32)cc1 (centres undefined)	?	nt
Cc1ccc(S(=O)(=O)N2CCCCC2)cc1NC(=O)COC(=O)c1ccc(=O)[nH]c1	?	nt
COc1ccc(C)cc1S(=O)(=O)Nc1ccc2c(c1)OCCO2	9%	-17
CCC1=NN(C(=O)Cc2ccc(OC)cc2)C(O)(C(F)(F)F)C1 (centres undefined)	?	nt
Cc1ccc(SCC(=O)Nc2cccc(S(=O)(=O)N3CCOCC3)c2)cc1C	?	nt
CCn1c2ccccc2c2cc(NC(=O)Nc3ccc([N+](=O)[O-])cc3C)ccc21	23%	8
Cc1nc(NCC2CCCO2)nc2c1C(=O)CC(C)(C)C2 (centres undefined)	i	7
CCCN1C2CCCC1CC(NC(=O)c1ccc(C(C)(C)C)cc1)C2 (centres undefined)	?	nt
COc1cc(OC)cc(C(=O)Nc2ccc([N+](=O)[O-])cn2)c1	?	nt
COC(=O)[C@@H](NC(=O)N1CCC(C)CC1)C(C)C	0%	11
O=C(COc1ccc(Cl)cc1)NCCN1CCCCC1	-1%	12
O=C(Cn1c(Cc2ccccc2)nc2ccccc21)NCc1ccc2c(c1)OCO2	9%	12
O=C(CSc1ccc([N+](=O)[O-])cn1)Nc1ccc(N2CCOCC2)cc1	12%	-16
O=C(COC(=O)c1ccc(O)cc1)Nc1cccc(S(=O)(=O)NC2=NCCCCC2)c1	?	nt
O=C(Nc1nc2ccccc2[nH]1)c1cccc(Cl)c1	?	nt
CCN(CC)S(=O)(=O)c1cccc(-c2n[nH]c(=S)n2Cc2ccccc2)c1	?	nt
Cc1nn(CCc2n[nH]c(=S)n2C)c(C)c1Br	i	23
Cc1ccc(OCC(=O)Nc2ccc(S(=O)(=O)Nc3ccccn3)cc2)c(C)c1	0%	0
CC1CN(CCOc2ccccc2[N+](=O)[O-])CC(C)O1 (centres undefined)	?	nt
N#CC1=C(N)N=C(SCc2cccc3ccccc23)C(C(N)=O)C12CCCCC2 (centres undefined)	?	nt
Cc1ccc(Nc2nc(N)nc(CSc3nccn3C)n2)cc1	?	nt
CCc1nn(CC(=O)N2CCN(C)CC2)c(=O)c2cccn12	42%	8
Cc1ccc(Cn2ccc(NC(=O)c3nn(C)cc3[N+](=O)[O-])n2)cc1	1%	12
CC(=O)Nc1ccc(C(=O)NNC(=O)c2ccccc2-n2cccc2)cc1	?	nt
COc1ccc(OCc2nnc(SC(C)C(=O)Nc3nccs3)n2-c2ccccc2)cc1 (centres undefined)	?	nt
Cc1ccc(-c2csc3ncnc(Nc4ccc(N5CCOCC5)cc4)c23)cc1	?	nt
CCCc1nnc(NC(=O)C2CCCO2)s1 (centres undefined)	?	nt
Cc1ccc(/C=N/N=C2/NC(=O)C(CC(=O)N3CCOCC3)S2)cc1 (centres undefined)	-1%[9.22 µM]	14
COc1cccc(C(=O)NC(=S)Nc2nnn(C)n2)c1	i	-2
Cc1ccc(/C=N/NC(=O)Cc2ccc(O)cc2)s1	?	nt
COc1ccccc1Nc1nc(C)cs1	?	0
Cc1cccc(CCNC(=O)CCc2nnc(CCc3ccccc3)o2)n1	13%	-13
Cc1nc(NC(=O)COc2ccccc2)sc1C(=O)Nc1cccc(Cl)c1	-13%	8
CSc1nc(Cc2ccc(Cl)cc2)nc2ccccc12	?	nt
CN(C)c1ccc(/C=C(/NC(=O)c2ccccc2)C(=O)NCCN2CCOCC2)cc1	i	7
Clc1c(CSc2nc3ccccc3o2)nc2sccn12	?	nt
CC(=O)Nc1sc2c(c1C#N)CCCCC2	-1%	3
N=c1sccn1CC(=O)Nc1cc(S(=O)(=O)N2CCCC2)ccc1Cl	?	nt
O=C(COC(=O)COc1ccccc1)Nc1ccccc1OC(F)F	?	nt
COc1ccc(CNc2nc(SCc3cc(=O)n4cc(Cl)ccc4n3)nc3ccccc23)cc1	12%	11
CC1CC(C)CN(S(=O)(=O)c2ccc3c(c2)CCN3C(=O)CCC(=O)O)C1 (centres undefined)	i	-10
CCN(CC)S(=O)(=O)c1ccc(Cl)c(NC(=O)COC(=O)C2CCCCC2)c1	?	nt
O=[N+]([O-])c1cccc(CSc2nnc(Cc3ccccc3)n2-c2ccc(F)cc2)c1	-14%	-20
N/C(CSc1ccc(Cl)cc1)=N\NC(=O)c1ccncc1	i	-22
COCCN(C(=O)COC(=O)Cc1cccc(OC)c1)c1c(N)n(CC(C)C)c(=O)[nH]c1=O	?	nt
CC(C)(O)C(=O)NN(C(=O)c1ccccc1)c1ccc2ccccc2c1	i	-6
CCn1c(=O)c(C(=O)Nc2ncccc2C)c(O)c2ccccc21	-18%	-4
CCCNC(=O)Cn1nc([N+](=O)[O-])c([N+](=O)[O-])c1C	8%	15
CC(=O)NNC(=O)c1nc(-c2ccccc2)c(C)o1	?	nt
Fc1ccccc1COc1ccc(C(=S)N2CCCC2)cc1	?	nt
Cc1ccc(NS(=O)(=O)c2ccc(NC(=O)c3cccc(NC(=O)C(C)C)c3)cc2)cc1	?	nt
CCN=C1SC(CC(=O)NCCc2ccc(OC)cc2)C(=O)N1CC (centres undefined)	?	nt
COc1ccc(CCNC(=O)Cn2cnc3c(cnn3-c3ccccc3Cl)c2=O)cc1OC	?	nt
O=C(OCCOc1cccc(Cl)c1)c1cc(S(=O)(=O)N2CCOCC2)ccc1F	?	nt
COc1cccc2[nH]c3c(N4CC(C)CC(C)C4)ncnc3c12 (centres undefined)	?	nt
More results follow.
SMILES	S3 lipid droplet	S3 lipid droplet cell count max
COc1ccc(C2=NOC(C(=O)Nc3cc(C)on3)C2)cc1 (centres undefined)	1%	4
CCOC(=O)c1ccc(NC(=O)C2=C(C)Nc3nc(CCCO)nn3C2c2ccc(OC)cc2)cc1 (centres undefined)	15%	-1
O=C(C1CC(=O)N(c2ccccc2)C1)N1CCC(c2nc3ccccc3[nH]2)CC1 (centres undefined)	?	nt
Cc1[nH]c(=O)[nH]c(=O)c1CSCC(=O)OCC(=O)Nc1ccccn1	0%	nt
CCCCCOC(=O)Nc1nnc(CCCCC)s1	?	nt
CN(Cc1ccco1)c1ncnc2ccc(-c3ccc4c(ccn4C)c3)cc12	-10%	0&-16
O=C(c1ccc([N+](=O)[O-])cc1)N(c1ccccn1)c1ccccn1	?	nt
O=C(CCCCCN1C(=O)c2ccccc2C1=O)Nc1ccc(F)cc1	10%	7
NC(=O)C1=C[C@@H](c2csc3ccccc23)C[C@@H](OCc2ccc(CO)cc2)O1	-1%	-8
CCc1c(O)c(-c2ccccc2)c(=O)n(-c2ccccn2)c1-c1ccccc1	11%	4
COc1cccc(CC(NC(C)=O)C(=O)NC2CCN(c3c4c(nc5ncnn35)CCC4)CC2)c1OC (centres undefined)	1%	nt
O=C(CN(Cc1ccccc1)S(=O)(=O)c1ccc(F)cc1)NCc1cccnc1	7%	1
Cc1cc(C)nc(SCc2csc(N)n2)n1	?	nt
NS(=O)(=O)c1ccc(CCNC(=O)CNC(=O)c2ccc(Br)o2)cc1	?	nt
O=C(Nc1ccccc1)Nc1ccc(Cl)c(S(=O)(=O)N2CCOCC2)c1	-1%	2
COC(=O)CSCC(=O)Nc1cc2c(cc1C(C)=O)OCO2	?	nt
COc1ccc(C(=O)Nc2oc(-c3ccccc3)c(-c3ccccc3)c2C#N)cc1	-28%	0
O=C(O)c1ccccc1C(=O)N1CCN(c2ccccc2)CC1	-1%	1
CCN(C(=O)COC(=O)c1cc(-c2ccc(C)o2)nc2ccccc12)C1CCS(=O)(=O)C1 (centres undefined)	11%	19
COc1ccc(C(NC(=O)c2cccnc2)c2cc(Cl)c3cccnc3c2O)cc1OC (centres undefined)	3%	-27
Cn1c(=O)oc2cc(S(=O)(=O)NCCC(=O)N3CCN(c4ccccc4)CC3)ccc21	?	nt
COc1ccc(S(=O)(=O)NC2CCc3ccccc32)cc1OC (centres undefined)	?	nt
Cc1ccc2nc(N(CCCN(C)C)C(=O)COc3ccc(Cl)cc3)sc2c1	2%	-12
Cc1ccc(C(=O)NNC(=S)Nc2cccc(Cl)c2Cl)cc1[N+](=O)[O-]	?	nt
Cc1cc(C)c2c(c1)C1(OCCO1)C(=O)N2	19%	0
O=c1oc2c(CN3CCCCC3)c(O)ccc2c2c1CCCC2	?	nt
O=S(=O)(c1ccc(SCc2ccccc2F)nc1)N1CCCC1	-39%	11
Cc1nc2c([N+](=O)[O-])c(C)c(C)cc2[nH]1	?	nt
CNC(=O)c1ccccc1NC(=O)c1c(O)c2c([nH]c1=O)CCCC2	i	nt
Cc1ccc(CCNC(=O)CS(=O)Cc2nc(-c3ccccc3Cl)oc2C)cc1 (centres undefined)	i	-10
NS(=O)(=O)c1ccc(Nc2nc(-c3ccccc3)cs2)cc1	?	nt
Cc1ccc(NC(=O)c2ccc(C)cc2)cc1	?	nt
O=C(Cc1ccc(Br)cc1)N(Cc1ccccc1)c1ccccn1	-21%	-4
COc1ccc(NC(=O)COC(=O)[C@@H](NC(=O)c2c(F)cccc2F)C(C)C)cc1	i	nt
CCCCNS(=O)(=O)c1ccc2nc(-c3cccnc3)cc(C(=O)NC(C)CC)c2c1 (centres undefined)	?	nt
CC1CC(C)CN(C(=O)CCNC(=O)Cn2cnc3ccccc3c2=O)C1 (centres undefined)	?	nt
CC(C)CNC(=S)NC(=O)c1ccc(Cl)cc1Cl	7%	7
COc1cccc(C(=O)NNC(=O)/C=C/c2ccccc2)c1	?	nt
CCOc1ccc(/C=N/OCC(=O)NCc2cccs2)cc1	6%	-3
CCOC(=O)C1CCCN(c2ncnc3c2cnn3-c2cccc(C)c2)C1 (centres undefined)	?	nt

Some of these compounds in order of length of the SMILES, ascending.
SMILES	S3 lipid droplet	S3 lipid droplet cell count max
Cc1ccc(NC(=O)c2ccc(C)cc2)cc1	?	nt
Cc1cc(C)c2c(c1)C1(OCCO1)C(=O)N2	19%	0
CC(C)CNC(=S)NC(=O)c1ccc(Cl)cc1Cl	7%	7
CCOc1ccc(/C=N/OCC(=O)NCc2cccs2)cc1	6%	-3
O=c1oc2c(CN3CCCCC3)c(O)ccc2c2c1CCCC2	?	nt
Cc1nc2c([N+](=O)[O-])c(C)c(C)cc2[nH]1	?	nt
O=C(Cc1ccc(Br)cc1)N(Cc1ccccc1)c1ccccn1	-21%	-4
NS(=O)(=O)c1ccc(Nc2nc(-c3ccccc3)cs2)cc1	?	nt
CCOC(=O)C1CCCN(c2ncnc3c2cnn3-c2cccc(C)c2)C1 (centres undefined)	?	nt
CC1CC(C)CN(C(=O)CCNC(=O)Cn2cnc3ccccc3c2=O)C1 (centres undefined)	?	nt
CNC(=O)c1ccccc1NC(=O)c1c(O)c2c([nH]c1=O)CCCC2	i	nt
Cc1ccc(CCNC(=O)CS(=O)Cc2nc(-c3ccccc3Cl)oc2C)cc1 (centres undefined)	i	-10
Cc1ccc(C(=O)NNC(=S)Nc2cccc(Cl)c2Cl)cc1[N+](=O)[O-]	?	nt
CCCCNS(=O)(=O)c1ccc2nc(-c3cccnc3)cc(C(=O)NC(C)CC)c2c1 (centres undefined)	?	nt
Cn1c(=O)oc2cc(S(=O)(=O)NCCC(=O)N3CCN(c4ccccc4)CC3)ccc21	?	nt
COc1ccc(NC(=O)COC(=O)[C@@H](NC(=O)c2c(F)cccc2F)C(C)C)cc1	i	nt

Continuation:
SMILES	S3 lipid droplet	S3 lipid droplet cell count max
O=C(CCc1ccccc1)NN1C(=O)C2C3C=CC(O3)C2C1=O (centres undefined)	?	nt
CCCCNC(=O)C1CC(=O)N(CCc2ccc(C)cc2)C1 (centres undefined)	-8%	12
COc1ccc(-n2c(Cn3c(=O)sc4ccccc43)nnc2SCC(N)=O)cc1	?	nt
CC(C)n1nnnc1SCC(=O)NNC(=O)C1CCCCC1	6%	8
Cc1ccc(C(=O)NC(=S)Nc2ccc(-c3cc4ccccc4oc3=O)cc2)c(C)c1	5%	13
Cc1ccnc(NS(=O)(=O)c2ccc(NC(=O)c3ccc(S(=O)(=O)N4CCCC4)cc3)cc2)n1	?	nt
CC(C)=CC(=O)NCc1c(Cl)cccc1-n1cccc1	4%	0
COc1ccc(CNc2nnnn2C)cc1	-18%	-9
COC(=O)[C@@]12CCCCN1[C@H](c1ccc(-c3ccc(C(C)=O)cc3)cc1)[C@@H]1C(=O)N(C)C(=O)[C@@H]12	?	nt
CC(Oc1ccc(F)cc1)C(=O)/C=C\N(C)C (centres undefined)	?	nt
CC(C)(C)N(NC(=O)c1ccccc1)C(=O)c1ccc(C(=O)N(NC(=O)c2ccccc2)C(C)(C)C)cc1	?	nt
CC(C)NC(=O)c1cc2c(s1)CCCC2	8%	-1
COc1ccc(-c2[nH]nc3oc(=O)c(CCO)c(C)c23)cc1	i	nt
S=c1[nH]ncn1/N=C/c1cccc(Oc2ccccc2)c1	?	nt
O=C(NCCC1=CCCCC1)C(=O)NCC1OCCCN1S(=O)(=O)c1ccccc1 (centres undefined)	5%	nt
Cc1c(C(=O)Nc2ccc(-n3cnnn3)cc2)oc2ccccc12	?	nt
CC1Cc2cc(/C(O)=C3/C(=O)C(=O)N(Cc4cccnc4)C3c3cccc(O)c3)ccc2O1 (centres undefined)	?	nt
OC(c1ccccc1)c1cccnc1 (centres undefined)	?	nt
